FID counter = compounds displacing fluorescent DNA intercalator, primary screen, artefact control for HCV NS3 helicase inhibitor project, biochemical, FID fluorescence. inhibition, % at 7.9 µM. DNA fluorescent intercalator displacement. 290,000 tested, 0.17% active; in the data active means inhibition above about 37%;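 further: 0% = vehicle and 100% = reference compound; higher means more ethidium bromide displaced from hairpin DNA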
IDE inh = human IDE inhibitors in live cells, primary screen, fluorescence polarization, HEK cells, FAbetaB substrate | FAbetaB cleavage | Insulin-degrading enzyme (Homo sapiens), P14735 | AID 434962, 2010 | inhibition, % at 5.59 µM | 320,000 tested, 0.41% active;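 active means percent inhibition above the average of all tested compounds plus 3 SD, set per screening campaign, cut at about 16% in these data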;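 further: IDE supplied by intact live HEK cells; FP after avidin binding of uncleaved biotin substrate so inhibition keeps polarization high; 0% = DMSO wells and 100% = 60 µM reference IDE inhibitor Ii1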
IDE cell activ = human IDE activators in live cells, primary screen, fluorescence polarization, HEK cells, FAbeta-B substrate; Insulin-degrading enzyme (Homo sapiens), P14735; FAbeta-B cleavage; 0% vehicle, 100% cell-free pure enzyme wells; activation, % at 5.96 µM; 340,000 tested, 0.073% active;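 active means activation above the mean of all tested compounds plus 3 SD, set per screening campaign, cut at about 17% in these data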
p-CIP stab down = p/CIP-EGFP fusion destabilizers, primary screen, fluorescence, F442A cells; Q05BA5; 16 h; decrease of EGFP signal, % at 10 µM; 290,000 tested, 0.01% active; AID 1984, 2009;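 active means EGFP signal decrease of at least 30% at 10 µM or well 3 SD below plate mean, unless failing retest; inactive means the rest, including hits failing retest or dose response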; further: some compounds called inactive have numbers as strong as hits; many of its hits are not listed in these tables
Target sequence (Q05BA5 1-1403): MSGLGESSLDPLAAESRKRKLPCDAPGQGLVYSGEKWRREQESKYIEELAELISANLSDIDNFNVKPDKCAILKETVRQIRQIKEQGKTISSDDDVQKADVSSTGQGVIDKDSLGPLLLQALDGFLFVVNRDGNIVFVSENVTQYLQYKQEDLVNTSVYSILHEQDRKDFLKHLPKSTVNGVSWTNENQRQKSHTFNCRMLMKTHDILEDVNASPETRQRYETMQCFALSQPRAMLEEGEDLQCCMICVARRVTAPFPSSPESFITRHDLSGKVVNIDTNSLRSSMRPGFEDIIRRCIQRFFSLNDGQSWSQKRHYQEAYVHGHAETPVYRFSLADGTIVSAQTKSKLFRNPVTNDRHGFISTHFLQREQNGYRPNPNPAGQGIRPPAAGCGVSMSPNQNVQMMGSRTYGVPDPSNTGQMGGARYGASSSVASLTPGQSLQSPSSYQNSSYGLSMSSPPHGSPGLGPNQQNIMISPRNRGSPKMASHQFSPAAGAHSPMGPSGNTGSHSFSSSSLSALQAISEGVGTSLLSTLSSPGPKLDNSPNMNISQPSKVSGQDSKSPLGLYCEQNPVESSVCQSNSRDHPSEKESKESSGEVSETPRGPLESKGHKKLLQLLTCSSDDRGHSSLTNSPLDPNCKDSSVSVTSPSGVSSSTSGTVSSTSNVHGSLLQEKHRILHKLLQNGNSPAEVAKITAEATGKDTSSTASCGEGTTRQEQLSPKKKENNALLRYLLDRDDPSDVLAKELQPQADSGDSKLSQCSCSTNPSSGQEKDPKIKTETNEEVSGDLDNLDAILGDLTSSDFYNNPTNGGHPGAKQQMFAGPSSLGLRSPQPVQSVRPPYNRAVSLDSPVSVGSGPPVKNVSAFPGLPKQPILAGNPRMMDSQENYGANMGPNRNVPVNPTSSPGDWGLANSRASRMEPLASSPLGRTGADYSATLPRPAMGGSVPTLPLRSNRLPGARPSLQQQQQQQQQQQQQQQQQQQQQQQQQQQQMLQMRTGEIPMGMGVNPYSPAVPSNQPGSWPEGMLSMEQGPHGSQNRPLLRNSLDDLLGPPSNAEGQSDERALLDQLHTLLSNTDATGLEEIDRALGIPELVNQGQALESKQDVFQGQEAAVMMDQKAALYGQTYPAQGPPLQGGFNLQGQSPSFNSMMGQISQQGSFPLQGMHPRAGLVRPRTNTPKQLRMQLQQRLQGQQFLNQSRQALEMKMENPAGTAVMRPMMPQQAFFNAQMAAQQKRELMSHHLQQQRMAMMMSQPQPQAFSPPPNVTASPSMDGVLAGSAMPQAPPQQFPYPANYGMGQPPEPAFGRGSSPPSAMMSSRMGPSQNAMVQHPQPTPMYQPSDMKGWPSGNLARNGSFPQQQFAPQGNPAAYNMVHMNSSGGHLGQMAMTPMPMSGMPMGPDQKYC
HCV NS3 hel inh = inhibitors of HCV NS3 helicase, primary screen, biochemical, Cy5 molecular beacon fluorescence. NS3 helicase DNA unwinding. AID 1800, 2009. inhibition, % at 10.9 µM. 290,000 tested, 0.56% active;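 active means inhibition above the mean of all tested compounds plus 3 SD, set per campaign, cut at about 35% in these data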;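 further: 0% = DMSO wells and 100% = thioflavine S control wells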
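System: NS3 helicase fragment of HCV / Schedule: 1 h at 25 °C / Control set: DMSO alone as 0% and 110 µM thioflavine S as 100% / Reagent: Cy5/quencher beacon DNA duplex and ATP to start / Technique: Cy5 fluorescence / Replication: singlicate / Evaluation: % inhibition of end-to-start signal ratio versus controls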
UBC9 SUMO inh = inhibitors of in vitro SUMOylation cascade, primary screen, biochemical, HTRF, uHTS | SUMO-conjugating enzyme UBC9 (Homo sapiens), P63279 | HTRF SUMOylation assay, SAE1/SAE2 + UBC9 | inhibition, % at 35 µM | 290,000 tested, 0.36% active | AID 2006, 2009; in the data active means inhibition above about 50%, passing the limit was not always enough; further: strong numbers were not always called active
PfM18AAP inh = PfM18AAP inhibitors, malaria aminopeptidase, primary screen, biochemical, QFRET, recombinant enzyme. M18 aspartyl aminopeptidase (Plasmodium falciparum 3D7). H-Glu-NHMec fluorogenic cleavage. inhibition, % at 7.35 µM. 290,000 tested, 1.2% active. AID 1822, 2009;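 active means inhibition above the campaign mean inhibition over all tested compounds plus 3 SD, cut at about 28% in these data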;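 further: 0% = plate median of test compound wells and 100% = 2 mM ZnCl2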
IMP-1 inh = IMP-1 metallo-beta-lactamase inhibitors, primary screen, biochemical, epi-absorbance readout, Pseudomonas aeruginosa enzyme. purified IMP-1, nitrocefin hydrolysis, epi-absorbance fluorescence. inhibition, % at 5.6 µM. 290,000 tested, 0.45% active;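 active means inhibition above the mean plus 3 SD of all compounds in the same screening run, cut at about 4.5% in these data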;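 further: 0% = IMP-1 with DMSO and 100% = DMSO wells lacking enzyme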
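System: purified recombinant IMP-1 beta-lactamase. Medium: Zinc- and detergent-supplemented HEPES buffer, pH 7.1. Compound: one 5.6 µM dose […]. Schedule: 15 min preincubation plus 25 min reaction at 25 °C. Technique: Epi-absorbance fluorescence, 480 nm excitation, 530 nm emission.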
VIM-2 inhibitor = VIM-2 metallo-beta-lactamase inhibitors, primary screen, biochemical, epi-absorbance readout, Pseudomonas aeruginosa enzyme; purified VIM-2, nitrocefin hydrolysis, epi-absorbance fluorescence; 290,000 tested, 0.89% active; AID 1527, 2009; inhibition, % at 5.6 µM;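 active means inhibition above the mean of all tested compounds plus 3 SD, cutoff set per screening run, cut at about 7.5% in these data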;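 further: red hydrolysis product quenches plate fluorescence so inhibitors raise well fluorescence; 0% = enzyme with DMSO and 100% = DMSO without enzyme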
Numbers without * were called inactive; nt = no result given.

SMILES	FID counter	IDE inh	IDE cell activ	p-CIP stab down	HCV NS3 hel inh	UBC9 SUMO inh	PfM18AAP inh	IMP-1 inh	VIM-2 inhibitor
CCNS(=O)(=O)c1ccc(CCC(=O)N2CCN(c3ccccc3)CC2)cc1	-35	7	-10	11	-27	-1	-4	-4.8	-2.9
Cc1nc2scc(C)n2c(=O)c1S(=O)(=O)Nc1ccc(N2CCOCC2)cc1	-8	-1	2	-16	1	18	-1	0.1	0.1
CCN(CC)S(=O)(=O)c1ccc(OC)nc1	-1	6	5	-18	-1	29	-2	-2.3	-1.1
CCN(c1ccccc1)S(=O)(=O)c1ccc(C(=O)Nc2nnc(CSC)o2)cc1	-37	8	0	3	7	-5	7	-4.5	-3.9
CCc1nnc(NC(=O)CSc2n[nH]c(-c3ccccc3O)n2)s1	12	7	-2	-13	-9	-3	17	-0.2	-4.1
CC1(C)Cc2c(C#N)c(N3CCCC3)nc(-c3ccco3)c2CO1	-29	4	0	-27	12	15	4	-0.9	-2.8
Cc1ccc(C)c(-c2[nH]ncc2CN2CCCC(CO)(Cc3ccccc3C)C2)c1 (configuration not stated)	14	-5	0	1	-29	-14	-4	-1.5	-0.5
C=CCn1c(SCC(=O)O)nnc1-c1ccccc1	3	0	2	-7	1	12	-1	-7.7	-2.7
CC(C)N(Cc1ccccc1)C(=O)/C=C/c1ccccc1[N+](=O)[O-]	-5	-3	3	-7	-8	22	0	-2.3	-3.9
CC(C)n1c(O)c(/C=C2\C=Nc3ccccc32)sc1=Nc1ccccc1	0	4	4	1	-5	-20	-4	-1.4	-3.0
O=C(c1ccc(Cl)cc1)c1nnc(-c2ccncc2)o1	0	-3	1	-2	-5	-4	-3	-2.2	-0.8
Cc1cccc(C(=O)NCCc2nnc(SCC(=O)Nc3cccc(C(=O)O)c3)n2C)c1	-24	nt	1	-12	2	8	-8	0.5	0.3
O=C(N/N=C/c1cn(Cc2ccccc2)c2ccccc12)c1ccncc1	-18	-2	-3	-5	-8	4	7	-3.0	-2.6
Cc1csc(SCc2nc3sc4c(c3c(=O)[nH]2)CCC4)n1	4	nt	1	2	2	-14	6	0.8	0.1
Clc1ccc(-n2cc(-c3ccc(Br)cc3)[n+]3c2CCCCC3)cc1	6	4	4	-10	-19	17	0	-2.4	-2.5
COc1ccc(C2c3c(oc4ccccc4c3=O)C(=O)N2Cc2ccncc2)cc1 (configuration not stated)	-4	nt	nt	8	3	4	-1	-0.2	1.8
O=C(NCCCn1ccnc1)c1cc(-c2ccc(Br)cc2)on1	9	5	1	8	-3	27	-6	-2.3	1.7
O=C(O)CCc1ccc(-c2ccccc2)n1CC1CCCO1 (configuration not stated)	-13	-1	4	-3	8	14	3	-4.7	-2.6
O=C(/C=C/c1cc([N+](=O)[O-])ccc1OC(F)F)Nc1cccc(OC(F)F)c1	5	-2	4	-4	-5	-4	0	-2.5	-1.9
COc1cccc(-c2nc(CS(=O)(=O)CC(=O)Nc3ccc(F)cc3F)c(C)o2)c1	-44	3	5	-1	-6	14	2	-2.0	-0.9
CC(=O)/C(=C\N(C)C)Sc1ccc(Cl)cc1	-4	7	-3	-1	5	3	3	1.3	2.5
N/C(Cc1ccc(Cl)cc1Cl)=N\OC(=O)Cc1ccc(Cl)cc1	0	7	-2	7	-11	-14	-2	-2.2	-2.3
CCOC(=O)N1CCN(C(=O)Nc2ccc3nc(-c4ccccn4)c(-c4ccccn4)nc3c2)CC1	-32	-1	5	4	-1	25	6	-3.6	-3.5
Cc1ccc(S(=O)(=O)Cc2ccc(C(=O)N3CCN(c4ccc(F)cc4)CC3)o2)cc1	-31	3	6	13	-6	8	-9	-2.7	-3.1
CCOc1ccc(CN2CCC(n3nccc3NC(=O)c3ccccc3OC)CC2)cc1	3	-2	4	-11	-7	1	3	-1.6	-0.6
COc1ccc(NC(=S)Nc2ccc(OC(F)F)cc2)cn1	-3	-1	1	-5	8	14	-1	-2.9	-2.2
Cc1ccc(NC(=O)Cn2cnc3c(cnn3C(C)(C)C)c2=O)cc1	-11	3	5	-3	-9	35	-8	-1.7	-3.1
Cc1ccc(F)cc1CNC(=O)C1CCC(=O)N(CC2CCCCC2)C1 (configuration not stated)	-36	5	7	1	2	-3	2	0.3	-0.4
Cc1c(NC(=O)c2ccccc2N(C)S(=O)(=O)c2ccccc2)c(=O)n(-c2ccccc2)n1C	-8	-1	3	-6	8	18	-8	-1.7	-0.7
COc1ccc(C(=O)NC2CCN(C(=O)NCc3ccccc3)CC2)cc1	-14	1	5	-14	12	18	-9	-1.4	-0.9

Sorted by value in PfM18AAP inh (low to high): 4 of the compounds above.
mol	PfM18AAP inh
Cc1c(NC(=O)c2ccccc2N(C)S(=O)(=O)c2ccccc2)c(=O)n(-c2ccccc2)n1C	-8
COc1ccc(C2c3c(oc4ccccc4c3=O)C(=O)N2Cc2ccncc2)cc1 (configuration not stated)	-1
O=C(/C=C/c1cc([N+](=O)[O-])ccc1OC(F)F)Nc1cccc(OC(F)F)c1	0
CCOc1ccc(CN2CCC(n3nccc3NC(=O)c3ccccc3OC)CC2)cc1	3

Later entries.
SMILES	FID counter	IDE inh	IDE cell activ	p-CIP stab down	HCV NS3 hel inh	UBC9 SUMO inh	PfM18AAP inh	IMP-1 inh	VIM-2 inhibitor
COC(=O)c1ccc(C)c(NC(=O)Cc2coc3cc(OC)ccc23)c1	-19	-3	-2	-2	-2	16	3	-2.2	-1.5
CCc1ccc2c(c1)C(c1ccc([N+](=O)[O-])cc1)=NNC(c1ccccc1)=N2	-3	4	0	-19	-12	18	6	-3.6	-5.1
O=C(NC1CCCC1)C(c1cccs1)N(C(=O)c1ccco1)c1ccc2c(c1)OCO2 (configuration not stated)	-32	-1	3	-4	-1	21	-7	-2.2	-1.6
CCOc1ccc(N(CC(=O)N2CCN(c3ccccc3F)CC2)S(=O)(=O)c2c(C)noc2C)cc1	-16	-2	-3	-13	-11	1	-7	-3.9	-2.2
Nn1c(SCC(=O)Nc2c(F)cc(F)cc2Br)nnc1C1CCCCC1	-19	-2	6	-3	5	6	1	-1.6	-2.6
COc1ccc(OCC(=O)Nc2ccc(NC(=O)c3ccco3)c(C)c2)cc1	-29	nt	-6	-14	-13	4	1	-1.9	-3.9
Cc1cc(C(C)(C)C)cc(C)c1CCNC(=O)c1ccc[n+]([O-])c1	-25	-2	2	9	-10	-2	0	-1.3	-0.9
COCCn1c(N2CCN(c3ccc(OC)cc3)CC2)nc2c1c(=O)[nH]c(=O)n2C	-3	3	-4	3	2	-2	2	-1.4	-2.6
O=C(NCCc1c[nH]c2ccccc12)/C(=C/c1cccnc1)NC(=O)c1ccccc1	-12	0	4	0	8	16	5	-0.3	-2.4
COc1ccc(-c2noc(CSc3nc(N)cc(=O)[nH]3)n2)cc1	-1	5	0	-4	-5	-16	-3	-0.6	-0.4
COc1ccc(C(=O)CCC(=O)N2CCN(c3ccccc3)CC2)cc1	-39	8	-7	8	3	1	4	-1.4	-0.1
Nc1ccc2c(c1)sc1ccccc12	6	6	-6	-4	-20	60	3	-1.1	-0.9
CCCCSc1nc2ccccc2n1CC(=O)O	1	-5	5	3	0	-10	0	-1.4	-2.2
CCOc1ccc2[nH]c3c(NCCN(CC)CC)ncnc3c2c1	20	1	-5	-6	-2	4	2	-2.5	-0.8
CN(Cc1ccc(F)cc1)C(=O)CCc1nnc(-c2ccccc2)o1	-24	3	5	4	-7	-11	-8	-1.7	-2.2

Whole records, quoted from the list. Order of values: FID counter, IDE inh, IDE cell activ, p-CIP stab down, HCV NS3 hel inh, UBC9 SUMO inh, PfM18AAP inh, IMP-1 inh, VIM-2 inhibitor
CCc1ccc2c(c1)C(c1ccc([N+](=O)[O-])cc1)=NNC(c1ccccc1)=N2 is entered as -3, 4, 0, -19, -12, 18, 6, -3.6, -5.1
O=C(NCCc1c[nH]c2ccccc12)/C(=C/c1cccnc1)NC(=O)c1ccccc1 is entered as -12, 0, 4, 0, 8, 16, 5, -0.3, -2.4

Part of the list above, showing only IDE cell activ and VIM-2 inhibitor.
| SMILES | IDE cell activ | VIM-2 inhibitor |
| --- | --- | --- |
| O=C(NC1CCCC1)C(c1cccs1)N(C(=O)c1ccco1)c1ccc2c(c1)OCO2 (configuration not stated) | 3 | -1.6 |
| CCOc1ccc(N(CC(=O)N2CCN(c3ccccc3F)CC2)S(=O)(=O)c2c(C)noc2C)cc1 | -3 | -2.2 |
| Nn1c(SCC(=O)Nc2c(F)cc(F)cc2Br)nnc1C1CCCCC1 | 6 | -2.6 |
| COc1ccc(OCC(=O)Nc2ccc(NC(=O)c3ccco3)c(C)c2)cc1 | -6 | -3.9 |
| Cc1cc(C(C)(C)C)cc(C)c1CCNC(=O)c1ccc[n+]([O-])c1 | 2 | -0.9 |
| COCCn1c(N2CCN(c3ccc(OC)cc3)CC2)nc2c1c(=O)[nH]c(=O)n2C | -4 | -2.6 |

(list continues)
SMILES	FID counter	IDE inh	IDE cell activ	p-CIP stab down	HCV NS3 hel inh	UBC9 SUMO inh	PfM18AAP inh	IMP-1 inh	VIM-2 inhibitor
Cc1ccc(C(=O)N(CC(C)C)c2nc3ccccc3s2)o1	-24	1	2	-4	-7	-3	2	-3.1	-1.2
Cc1c(NC(=O)/C=C/c2ccc(S(=O)(=O)N3CCOCC3)cc2)c(=O)n(-c2ccccc2)n1C	-13	-3	4	3	1	0	-20	-1.4	-2.5
C(=C\c1ccccc1)/CNCC1CCCO1 (configuration not stated)	0	2	6	0	-1	8	-14	-2.0	-0.2
O=C(Cc1coc2ccc3ccccc3c12)Nc1nnc(C2CC2)s1	-7	1	2	-4	1	3	-3	-0.3	-2.2
CC1Cc2ccccc2N1C(=O)COC(=O)c1cccnc1Cl (configuration not stated)	-4	-7	5	-12	0	4	1	-1.0	-2.6
COc1ccccc1CNC(=O)C1CCCN(S(=O)(=O)c2cccc3nsnc23)C1 (configuration not stated)	-30	1	-3	-12	12	14	-10	0.9	-1.3
Clc1ccc(CN(CC2CCCO2)C(c2cccs2)c2nnnn2C2CCCC2)cc1 (configuration not stated)	-20	9	0	-2	-3	-11	0	-1.0	-1.9
CCOC(=O)C1=C(C)NC2=C(C(=O)C(C(=O)OCC)C(c3cccc(OC)c3)C2)C1c1ccccn1 (configuration not stated)	-27	4	4	7	1	24	-4	-3.0	-3.2
Cc1ccsc1C1CC(=O)NC2=C1C(=O)CC(C)(C)C2 (configuration not stated)	-2	-2	2	-8	-15	3	5	-1.2	0.2
Cc1ccc(N(C(=O)c2csnn2)C(C(=O)NC2CCCC2)c2cccnc2)cc1 (configuration not stated)	-13	-1	3	-10	-7	3	-7	-2.2	-0.8
COc1ccc(/C=C(\C#N)c2c[nH]c3ccccc23)cc1	12	-1	5	-7	-24	-1	5	0.0	0.1

Bioassay records from PubChem.
